Compound activity deposited in PubChem BioAssay by several laboratories.
Rab2A wt mod: changes GTP binding to wildtype dog Rab2A, up or down; GST-Rab2 wt beads, Bodipy-GTP binding, flow cytometry; GTP binding activity, % at 10 µM; 190,000 tested, 0.19% active;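 active = GTP binding activity at least 20 points away from 100%, either lowered or raised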;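 also: 0% = beads with excess unlabeled GTP and 100% = no-compound control corrected for plate trend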
Cdc42 wt: human Cdc42 wildtype GTP binding change, either direction | GST-Cdc42 beads, Bodipy-GTP binding, flow cytometry; actives lie on both sides | percent activity (GTP binding), % at 10 µM | AID 761 | 190,000 tested, 0.2% active;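 active = percent activity GTP binding at least 20 points away from the 100% baseline, either down as inhibitor or up as activator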;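 also: median bead fluorescence of bound Bodipy-FL-GTP at 100 nM; 0% = excess unlabeled GTP control and 100% = no compound control; below 100% means less GTP binding so inhibitor and above means activator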
Target sequence (P60953 whole entry, looked up): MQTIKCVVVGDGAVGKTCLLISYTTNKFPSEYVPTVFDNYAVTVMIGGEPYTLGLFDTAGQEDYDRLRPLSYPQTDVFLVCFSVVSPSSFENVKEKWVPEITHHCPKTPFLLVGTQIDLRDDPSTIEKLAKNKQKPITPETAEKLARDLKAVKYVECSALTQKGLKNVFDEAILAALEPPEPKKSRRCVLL
HRas wt GTP bind: changes GTP binding to wildtype human HRas; P01112; GST-Ras wt beads, Bodipy-FL-GTP binding, flow cytometry; actives lie on both sides; 190,000 tested, 0.14% active; GTP binding activity, % at 10 µM;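 active = GTP binding activity at least 20% away from the 100% baseline, either lowered as inhibitor or raised as activator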;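 also: 0% = unlabeled GTP competition control and 100% = no-compound control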
Target sequence (P01112 whole entry, looked up): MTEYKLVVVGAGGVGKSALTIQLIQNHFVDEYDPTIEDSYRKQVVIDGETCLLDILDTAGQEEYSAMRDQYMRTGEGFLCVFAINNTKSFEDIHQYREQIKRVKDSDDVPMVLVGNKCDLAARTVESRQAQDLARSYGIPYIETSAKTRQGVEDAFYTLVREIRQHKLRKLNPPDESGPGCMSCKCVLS
Avidin bead fluor: compound fluoresces at 488/530 nm on avidin beads; compound fluorescence 488/530 nm, flow cytometry; hits give high values; fluorescence (KMESF) at 10 µM; 220,000 tested, 0.38% active; AID 1775; in the data active = fluorescence above about 47; also: inactives centre near 10
Mcl-1 Bim block: inhibitors of Bim-Mcl-1 interaction, human. Q07820. 190,000 tested, 0.1% active. Bead-based flow cytometry, Bim peptide-Mcl-1 binding. inhibition, % at 10 µM; in the data active = inhibition above about 40%;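 also: 0% = no compound tracer wells and 100% = peptide blocker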
Pf gamet viab: inhibitors of late stage P. falciparum gametocyte viability. inhibition, % at 10.9 µM. 150,000 tested, 0.065% active. AID 743093. P. falciparum stage V gametocytes, ATP luminescence, 24 h;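 active = inhibition above the mean plus 3 SD of compounds within the control limits, set per campaign, cut at about 38% in these data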;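 also: 0% = DMSO wells and 100% = medium only without gametocytes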
Rab7 wt GTP bind: alters GTP binding to wildtype dog Rab7; GST-Rab7 beads, fluorescent GTP binding, flow cytometry; actives lie on both sides; untreated = 100%, excess cold GTP = 0%; GTP binding activity (percent of control), % at 10 µM; 190,000 tested, 0.055% active; AID 758;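 active = fluorescent GTP binding to Rab7 beads changed by at least 20 points from the 100% baseline, either direction, mostly lower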;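 also: median green fluorescence of bound Bodipy-FL-GTP per Rab7 bead population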
Mcl1-Noxa inh: disrupts binding of human Mcl-1 to Noxa peptide. Q07820. TR-FRET Mcl-1/Noxa peptide binding, 2 h. inhibition, % at 21.7 µM. 220,000 tested, 1.5% active;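 active = compounds that cut the protein-peptide binding signal by more than 50% relative to plate controls in a single-dose test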;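 also: His-tagged Mcl-1 with rhodamine Noxa BH3 peptide and terbium anti-His antibody; 0% = Mcl-1 plus Noxa peptide wells and 100% = peptide-only wells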
Rac1 act GTP bind: human Rac1 activated mutant GTP binding change; 190,000 tested, 0.11% active; GST-Rac1 activated beads, fluorescent GTP binding, flow cytometry; actives lie on both sides; 100% means binding = to untreated wells; percent activity (GTP binding), % at 10 µM;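 active = GTP binding at least 20 percentage points away from the 100% baseline, in either direction, so actives lie on both sides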
Rac1 wt GTP bind: human Rac1 wildtype GTP binding, inhibitors and activators; GST-Rac1 beads, fluorescent GTP binding, flow cytometry; actives lie on both sides; 0 = cold GTP competed, 100 = untreated; GTP binding activity (% of control), % at 10 µM; 190,000 tested, 0.27% active; AID 757;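 active = GTP binding activity at least 20 points away from the 100% control level, either lower or higher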
Mcl1-Bid inh: disrupts binding of human Mcl-1 to Bid peptide; 220,000 tested, 0.97% active; Q07820; TR-FRET Mcl-1/Bid-Dy647 peptide binding, 1536-well; AID 1021; inhibition, % at 21.7 µM;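 active = compounds that cut the binding signal by more than half at the single screening dose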;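 also: His-tagged Mcl-1 with europium anti-His antibody binding Bid BH3 peptide; 0% = Mcl-1 plus peptide wells and 100% = peptide-only wells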
Starred values were filed as active, the others as inactive; x = not tested or not shown.

1	COc1ccc(N2C(S)=C(C#N)C(=O)NC2c2ccc(OC)c(OC)c2)cc1 (configuration not stated)
2	COc1ccc(OC)c(N=C(C)C2=C(O)COC2=O)c1
3	O=C(Cc1ccsc1)N1CCc2c([nH]c3ccccc23)C1c1ccccn1 (configuration not stated)
4	c1ccc(C2=Nn3c(nnc3-c3cccnc3)SC2)cc1
5	CN(CCC1CCCCO1)Cc1cn(C)nc1-c1ccc2c(c1)OCCO2 (configuration not stated)
6	Cc1ccc(NC(=S)N(CCN2CCCCC2)Cc2ccco2)cc1
7	CC(=O)N(CCCN1CCOCC1)Cc1ccncc1
8	O=C1C(C=NCc2cccnc2)=C(O)c2ccccc21
9	COCCNC(=O)Nc1ccc2c(c1)N(C)C(=O)c1ccccc1S2
10	O=S1(=O)CCN2N=C(C3CC3)SC2=N1
Compound,1,2,3,4,5,6,7,8,9,10
Rab2A wt mod,97.0,100.0,100.0,102.0,98.0,100.0,99.0,102.0,95.0,99.0
Cdc42 wt,96.0,102.0,96.0,103.0,99.0,105.0,101.0,105.0,94.0,95.0
HRas wt GTP bind,98.0,100.0,99.0,100.0,97.0,101.0,101.0,103.0,97.0,99.0
Avidin bead fluor,12,20,2,10,10,0,5,7,13,24
Mcl-1 Bim block,-8.0,1.0,-1.0,-3.0,-1.0,-4.0,0.0,0.0,0.0,-1.0
Pf gamet viab,16.0,0.2,x,-1.3,11.7,12.3,x,-41.9,11.1,19.6
Rab7 wt GTP bind,104.0,97.0,106.0,103.0,98.0,101.0,97.0,101.0,105.0,109.0
Mcl1-Noxa inh,17.6,-31.7,14.2,8.0,1.3,-9.6,24.1,-30.9,-12.3,5.0
Rac1 act GTP bind,93.0,99.0,96.0,99.0,96.0,102.0,99.0,99.0,93.0,96.0
Rac1 wt GTP bind,96.0,107.0,98.0,104.0,99.0,98.0,101.0,100.0,97.0,98.0
Mcl1-Bid inh,-43.9,-26.1,-14.8,-21.3,-9.3,-4.6,-8.8,-0.7,-21.0,-4.3

3 compounds from above, arranged by the number in Mcl1-Bid inh, rising:
No.	SMILES	Mcl1-Bid inh
4	c1ccc(C2=Nn3c(nnc3-c3cccnc3)SC2)cc1	-21.3
3	O=C(Cc1ccsc1)N1CCc2c([nH]c3ccccc23)C1c1ccccn1 (configuration not stated)	-14.8
5	CN(CCC1CCCCO1)Cc1cn(C)nc1-c1ccc2c(c1)OCCO2 (configuration not stated)	-9.3

Going on with the list.
11	Cc1cccc(N=C2Sc3nc4c(C)c(C)ccc4cc3CN2CCN2CCOCC2)c1
12	CCOC(=O)C1CCN(C(=O)C(C)Sc2ccc(Cl)cc2)CC1 (configuration not stated)
13	CC(=O)Nc1ccc(C(=O)n2nc(C)cc2C)cc1
14	O=C(COc1ccc(S(=O)(=O)NC2CCCCC2)cc1)N1CCN(c2cccc(Cl)c2)CC1
Compound,11,12,13,14
Rab2A wt mod,95.0,102.0,98.0,99.0
Cdc42 wt,96.0,104.0,100.0,102.0
HRas wt GTP bind,96.0,103.0,99.0,99.0
Avidin bead fluor,9,7,7,9
Mcl-1 Bim block,15.0,2.0,-7.0,0.0
Pf gamet viab,x,12.3,-9.8,x
Rab7 wt GTP bind,98.0,103.0,95.0,98.0
Mcl1-Noxa inh,6.2,-5.1,18.7,4.5
Rac1 act GTP bind,95.0,100.0,97.0,100.0
Rac1 wt GTP bind,97.0,106.0,101.0,107.0
Mcl1-Bid inh,-2.0,-5.1,-3.8,-0.3

Some of the entries so far, with two lines to a compound.
The line under a structure holds: Rab2A wt mod | Cdc42 wt | HRas wt GTP bind | Avidin bead fluor | Mcl-1 Bim block | Pf gamet viab | Rab7 wt GTP bind | Mcl1-Noxa inh | Rac1 act GTP bind | Rac1 wt GTP bind | Mcl1-Bid inh
7. CC(=O)N(CCCN1CCOCC1)Cc1ccncc1
 : 99.0 | 101.0 | 101.0 | 5 | 0.0 | x | 97.0 | 24.1 | 99.0 | 101.0 | -8.8
8. O=C1C(C=NCc2cccnc2)=C(O)c2ccccc21
 : 102.0 | 105.0 | 103.0 | 7 | 0.0 | -41.9 | 101.0 | -30.9 | 99.0 | 100.0 | -0.7
9. COCCNC(=O)Nc1ccc2c(c1)N(C)C(=O)c1ccccc1S2
 : 95.0 | 94.0 | 97.0 | 13 | 0.0 | 11.1 | 105.0 | -12.3 | 93.0 | 97.0 | -21.0
10. O=S1(=O)CCN2N=C(C3CC3)SC2=N1
 : 99.0 | 95.0 | 99.0 | 24 | -1.0 | 19.6 | 109.0 | 5.0 | 96.0 | 98.0 | -4.3
11. Cc1cccc(N=C2Sc3nc4c(C)c(C)ccc4cc3CN2CCN2CCOCC2)c1
 : 95.0 | 96.0 | 96.0 | 9 | 15.0 | x | 98.0 | 6.2 | 95.0 | 97.0 | -2.0
12. CCOC(=O)C1CCN(C(=O)C(C)Sc2ccc(Cl)cc2)CC1 (configuration not stated)
 : 102.0 | 104.0 | 103.0 | 7 | 2.0 | 12.3 | 103.0 | -5.1 | 100.0 | 106.0 | -5.1
13. CC(=O)Nc1ccc(C(=O)n2nc(C)cc2C)cc1
 : 98.0 | 100.0 | 99.0 | 7 | -7.0 | -9.8 | 95.0 | 18.7 | 97.0 | 101.0 | -3.8
14. O=C(COc1ccc(S(=O)(=O)NC2CCCCC2)cc1)N1CCN(c2cccc(Cl)c2)CC1
 : 99.0 | 102.0 | 99.0 | 9 | 0.0 | x | 98.0 | 4.5 | 100.0 | 107.0 | -0.3
